Bioassay records deposited in PubChem BioAssay by Broad Institute.
PAX8 reporter: PAX8 transcriptional activity inhibition; RMG-I TPO-luciferase reporter, SteadyGlo, 24 h; inhibition, % at 12.6 µM; 360,000 tested, 1.2% active;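 active = mean replicate inhibition at least 60% with every replicate also reaching 60%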;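 also: luciferase light reporting Pax8 driven TPO promoter activity; plate controls were median of neutral control wells for no effect and mitoxantrone controls for full effect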
FN deposition inh: fibronectin deposition inhibition; 350,000 tested, 0.086% active; inhibition, % at 12.6 µM; AH1F fibroblasts, Alexa488-fibronectin deposition fluorescence, overnight;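 active = mean inhibition across replicates of 30% or more, regardless of how many single replicates reach that level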;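 also: positive control wells lacked labelled fibronectin entirely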
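Material – AH1F fibroblast monolayer, labelled fibronectin deposition · Reagent – labelled fibronectin 24 nM · Timing – 1 h adhesion, overnight exposure · Measured by – fluorescence at 485 nm excitation, 525 nm emission · Read-out – inhibition of fibronectin deposition signal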
F508del corr: correctors of CFTR F508del function in bronchial epithelial cells | CFBE cells, YFP halide quenching; stimulated with forskolin plus potentiator P3; % fluorescence drop versus neutral controls | activity (quench increase), % at 7.58 µM | 350,000 tested, 0.36% active | AID 720511;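 active = mean added fluorescence quench of at least 8% versus neutral control, with both replicates also reaching 8%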;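 also: cells transiently co-express mutant CFTR-F508del with the halide-sensitive YFP; corrector assay measuring rescue of mutant channel to the surface after 24 h compound exposure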
DENV2 CPE: protects cells from dengue virus 2 cytopathic effect; 350,000 tested, 1.7% active; DENV2-infected cells, cytopathic effect rescue, plate reader; CPE inhibition, % at 9.99 µM; in the data active = CPE inhibition above about 20%, passing the limit was not always enough; tested in BHK-21 cells;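 also: 0% = median of neutral control wells and 100% = median of positive control wells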
INS-1E GSIS act: primary screen for activators of insulin secretion dependent on glucose, INS-1E cells, GLuc reporter luminescence; INS-1E GLuc reporter insulin secretion, 2-3 h; activation, % at 16.6 µM; 370,000 tested, 0.61% active; AID 743287;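 active = lowest replicate activation of at least 40%, so every replicate reaches that level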;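 also: 0% = median of neutral control wells and 100% = median of IBMX positive control wells; some compounds called inactive have numbers as strong as hits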
EWS-Fli inh: inhibitors of EWS/Fli oncoprotein transcriptional activity | A673 NR0B1-luciferase reporter, viability-normalised | inhibition, % at 12.6 µM | 350,000 tested, 0.67% active | AID 651661;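 active = mean inhibition of at least 50% after viability correction, with every replicate also passing that limit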;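 also: firefly luciferase signal divided by Alamar Blue viability fluorescence both relative to DMSO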
miR122 inh: miR-122 inhibition in Huh7 cells | 340,000 tested, 0.3% active | AID 602342 | activation (reporter increase), % at 12.5 µM | Huh7 miR-122 Renilla luciferase sensor, 48 h; neutral wells = 0, positive control = 100;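 active = mean replicate activation score at least 90 and every replicate individually at or above 90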;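 also: higher luciferase means less miR-122 activity so hits act as miR-122 inhibitors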
* = called active by the depositor; & = joins results of further samples; [ ] = another dose, or the depositor's remark. Rows are unselected; 3.9% or so of the library scored in one or more.

What do the screens show for `CC(C)NC(=O)N(C)C[C@H]1OCc2cn(nn2)CCCC(=O)N([C@@H](C)CO)C[C@@H]1C`?
PAX8 reporter: -15; FN deposition inh: -7; F508del corr: -1.1&-3.0; DENV2 CPE: 32*; INS-1E GSIS act: -7; EWS-Fli inh: -6&-4; miR122 inh: -4&3[16.7 µM]

Results for CC(=O)c1ccc(S(=O)(=O)NC2CC(=O)N(c3cccc(F)c3)C2)cc1 (stereo not drawn) ?
PAX8 reporter: 14; FN deposition inh: 0; F508del corr: 1.3; DENV2 CPE: 9; INS-1E GSIS act: 11; EWS-Fli inh: -3; miR122 inh: -4

Results for CC(C)(C)c1ccccc1OCCCCCn1ccnc1 ?
PAX8 reporter: -3; FN deposition inh: -19; F508del corr: -1.3; DENV2 CPE: 7; INS-1E GSIS act: 7; EWS-Fli inh: 1

What do the screens show for `CCOc1ccc(C2/C(=C(\O)c3ccc4c(c3)OCCO4)C(=O)C(=O)N2CCCN2CCOCC2)cc1` (stereo not drawn)?
PAX8 reporter: -7; FN deposition inh: 4; F508del corr: 1.1; DENV2 CPE: 5; INS-1E GSIS act: -19; miR122 inh: -14

What do the screens show for `COc1ccc(CN(C)CC(=O)Nc2cccc(S(=O)(=O)N3CCCC3)c2)cc1F`?
PAX8 reporter: 19; FN deposition inh: 1; F508del corr: 3.5; DENV2 CPE: 9; INS-1E GSIS act: -2; EWS-Fli inh: 13; miR122 inh: 9

What do the screens show for `CO[C@H]1CN(C)C(=O)c2cc(NS(C)(=O)=O)ccc2OC[C@H](C)N(C(=O)C2CCCCC2)C[C@@H]1C`?
PAX8 reporter: -14; FN deposition inh: 1; F508del corr: -0.7; DENV2 CPE: 2; INS-1E GSIS act: -13; EWS-Fli inh: 3; miR122 inh: 0[16.7 µM]

Results for C[C@H]1CN([C@@H](C)CO)C(=O)c2cccc(NS(=O)(=O)c3ccc(F)cc3)c2O[C@H]1CN(C)Cc1ccccc1 ?
PAX8 reporter: -6; F508del corr: 1.4; DENV2 CPE: -10; INS-1E GSIS act: 4; EWS-Fli inh: -4; miR122 inh: 32[16.7 µM]

How did N#CCC(=O)NN=C1CCCCCCCCCCC1 do in these assays?
F508del corr: 0.1; DENV2 CPE: 6; INS-1E GSIS act: 6; EWS-Fli inh: 12; miR122 inh: 1

Results for Cc1cc(C)c(S(=O)(=O)NC2CC3CCC2C3)c(C)c1 (stereo not drawn) ?
PAX8 reporter: 11; FN deposition inh: -4; F508del corr: -0.7; DENV2 CPE: -1; INS-1E GSIS act: 6; EWS-Fli inh: 1; miR122 inh: 125*

How did c1ccc(CSC2=NCCCN2)cc1 do in these assays?
PAX8 reporter: 4; FN deposition inh: 3; INS-1E GSIS act: 29; miR122 inh: 8

How did CC1CCN(S(=O)(=O)c2ccc3[nH]c(=O)c(=O)[nH]c3c2)CC1 do in these assays?
FN deposition inh: -3; INS-1E GSIS act: 10; miR122 inh: 2

How did Cc1cc(NC(=O)CN(C)CC(=O)Nc2ccc(Cl)cc2)no1 do in these assays?
PAX8 reporter: 5; FN deposition inh: -7; F508del corr: 1.1; DENV2 CPE: 1; EWS-Fli inh: 9; miR122 inh: 6

Results for N#CCCn1nc(-c2ccccc2)cc1Nc1ccccc1NC(=O)c1cccs1 ?
PAX8 reporter: 8; FN deposition inh: 3; miR122 inh: 23

What do the screens show for `CCCN(CC1CCCO1)C(=O)CCc1nnc(-c2cc(C)on2)o1` (stereo not drawn)?
PAX8 reporter: -20; FN deposition inh: 6; F508del corr: 3.6; DENV2 CPE: 1; INS-1E GSIS act: 5; EWS-Fli inh: -7

Results for COc1cccc(CNC(=O)CCS(=O)(=O)c2ccc3c(c2)NC(=O)CO3)c1 ?
PAX8 reporter: -2; FN deposition inh: -3; F508del corr: 0.3; DENV2 CPE: 1; INS-1E GSIS act: 1; miR122 inh: 0

What do the screens show for `CO[C@@H](CN(C)S(=O)(=O)c1ccc(Cl)cc1)[C@@H](C)CN(C(=O)Nc1ccccc1F)[C@@H](C)CO`?
FN deposition inh: -14; F508del corr: 1.7; DENV2 CPE: 0; INS-1E GSIS act: -9; EWS-Fli inh: 1

How did COc1ccc(NS(=O)(=O)c2ccc(NC(C)=O)cc2)c(OC)c1 do in these assays?
PAX8 reporter: -5; FN deposition inh: -5; F508del corr: 1.3; DENV2 CPE: -1; INS-1E GSIS act: 2; EWS-Fli inh: 4

What do the screens show for `CN(C(=O)COC(=O)Cc1c(Cl)cccc1Cl)c1c(N)n(Cc2ccccc2)c(=O)[nH]c1=O`?
PAX8 reporter: -1; FN deposition inh: 2; F508del corr: 0.1; DENV2 CPE: 11; INS-1E GSIS act: 7; EWS-Fli inh: -5; miR122 inh: -7

What do the screens show for `COc1ccccc1S(=O)(=O)N[C@@H]1CC[C@H](CCn2cc(C3CCCC3)nn2)O[C@H]1CO`?
PAX8 reporter: -6; FN deposition inh: -7; F508del corr: 1.1; DENV2 CPE: -1; INS-1E GSIS act: -16; EWS-Fli inh: -7

How did CCOC(=O)C(CC)n1cnc2c(nnn2-c2ccc(C)cc2)c1=O (stereo not drawn) do in these assays?
FN deposition inh: 3; INS-1E GSIS act: -5; miR122 inh: 0

Results for C[C@@H]1CN([C@@H](C)CO)C(=O)c2cc(NC(=O)CCCCCC(=O)Nc3ccccc3N)ccc2O[C@H]1CN(C)S(=O)(=O)c1cccs1 ?
F508del corr: -1.9; DENV2 CPE: 1; INS-1E GSIS act: 4; EWS-Fli inh: 22; miR122 inh: -6[16.7 µM]

Results for C[C@@H]1CN([C@@H](C)CO)C(=O)c2cc(C#Cc3ccccn3)cnc2O[C@H]1CN(C)C(=O)c1ccccn1 ?
F508del corr: 2.5; DENV2 CPE: 10; INS-1E GSIS act: 2; EWS-Fli inh: 0

What do the screens show for `O=C(C[C@@H]1CC[C@@H]2NC[C@@H](O)COC[C@H]2O1)NC1Cc2ccccc2C1`?
PAX8 reporter: 4; FN deposition inh: 4; F508del corr: 1.0; DENV2 CPE: -2; INS-1E GSIS act: 6; EWS-Fli inh: 0; miR122 inh: -3[16.7 µM]

What do the screens show for `COc1ccc(C(=O)Nc2cccnc2Cl)cc1OC`?
PAX8 reporter: -19; FN deposition inh: 2; F508del corr: 4.3; DENV2 CPE: 5; INS-1E GSIS act: 47*; EWS-Fli inh: -21; miR122 inh: 5

Results for CN(C)c1ccc(C(C(=O)NCC2CCCO2)N(Cc2ccco2)C(=O)c2snc(C(N)=O)c2N)cc1 (stereo not drawn) ?
PAX8 reporter: 5; FN deposition inh: 2; F508del corr: -1.1; DENV2 CPE: 0; INS-1E GSIS act: 9; EWS-Fli inh: -1

How did CCOC(=O)C1=C(O)/C(=C/c2cccc(OC)c2O)N=C1C do in these assays?
PAX8 reporter: 23; FN deposition inh: 3; F508del corr: -1.3; DENV2 CPE: 7; INS-1E GSIS act: -13; EWS-Fli inh: 9

How did COC(=O)c1ccc(S(=O)(=O)N2CCc3ccccc32)cc1 do in these assays?
PAX8 reporter: -3; FN deposition inh: 2; F508del corr: 12*; DENV2 CPE: -6; INS-1E GSIS act: 4; EWS-Fli inh: 5; miR122 inh: 5

What do the screens show for `COC(=O)c1sccc1NC(=O)c1cnc2cc(C)nn2c1C`?
PAX8 reporter: 11; F508del corr: -3.5; DENV2 CPE: 3; INS-1E GSIS act: 2; EWS-Fli inh: 4

Results for COCCNc1nc2c(c(=O)n(Cc3cccc(Cl)c3)c(=O)n2C)n1C ?
PAX8 reporter: -26; FN deposition inh: 5; F508del corr: -1.5; DENV2 CPE: 1; INS-1E GSIS act: 4; EWS-Fli inh: 3

How did O=C(Cc1ccc(-c2ccccc2)cc1)Nc1ccccc1 do in these assays?
PAX8 reporter: -14; FN deposition inh: -1; F508del corr: -1.8; DENV2 CPE: 6; INS-1E GSIS act: 6; EWS-Fli inh: -31; miR122 inh: 0

What do the screens show for `CC(C)(C)C(=O)NC(=S)Nc1ccc(S(=O)(=O)Nc2nccs2)cc1`?
PAX8 reporter: -2; FN deposition inh: -5; F508del corr: -2.4; DENV2 CPE: -2; INS-1E GSIS act: 7; EWS-Fli inh: -1

Results for CC1CC2CCCC(O)=C2C(=O)O1 (stereo not drawn) ?
F508del corr: 1.3; DENV2 CPE: -4; INS-1E GSIS act: -5; EWS-Fli inh: -2; miR122 inh: -4

How did C[C@@H](NC(=O)[C@@H]1[C@@H](CO)[C@@H]2Cn3c(cccc3=O)[C@H]1N2Cc1ccccc1)c1ccccc1 do in these assays?
F508del corr: -1.1; DENV2 CPE: -2; INS-1E GSIS act: -1; EWS-Fli inh: 1; miR122 inh: 4[16.7 µM]

How did O=C(O)c1nn(CCOc2cccc(Br)c2)c(=O)c2ccccc12 do in these assays?
PAX8 reporter: 1; FN deposition inh: -3; F508del corr: -0.1; DENV2 CPE: 0; INS-1E GSIS act: -15; EWS-Fli inh: -3; miR122 inh: -4

How did COc1cccc(NC(=O)Cn2nnc(C(=O)NCCc3ccccc3)c2N)c1 do in these assays?
PAX8 reporter: -2; FN deposition inh: 6; F508del corr: -1.3; DENV2 CPE: 4; INS-1E GSIS act: 9; EWS-Fli inh: 7; miR122 inh: 0

What do the screens show for `COc1ccc(CCC(=O)Nc2cccc(S(=O)(=O)N3CCCCCC3)c2)cc1`?
PAX8 reporter: 13; FN deposition inh: 0; F508del corr: -2.0; DENV2 CPE: -11; INS-1E GSIS act: -63; EWS-Fli inh: 17; miR122 inh: -3

Results for COc1ccc2c3c([nH]c2c1)[C@@H](CO)N(CC1CC1)CC31CN(C(=O)c2ccccc2)C1 ?
F508del corr: 2.0; DENV2 CPE: 17; INS-1E GSIS act: 17; EWS-Fli inh: 13

Results for Cc1nc(NC(=O)c2cccs2)ccc1Br ?
PAX8 reporter: -117; FN deposition inh: 5; F508del corr: 3.1; DENV2 CPE: 12; INS-1E GSIS act: 3; EWS-Fli inh: -127; miR122 inh: 19

How did O=C(CN1CCN(Cc2ccccc2Cl)C1=O)NCc1cccnc1 do in these assays?
PAX8 reporter: 11; FN deposition inh: -2; F508del corr: -1.5; DENV2 CPE: -4; INS-1E GSIS act: -12; EWS-Fli inh: -8; miR122 inh: -7

Results for C/C=C/c1ccc([C@@H]2[C@H](CO)N(C(C)=O)C23CN(C(=O)NC2CCCC2)C3)cc1 ?
FN deposition inh: 6; F508del corr: 0.1; DENV2 CPE: -10; INS-1E GSIS act: -7; EWS-Fli inh: -6

How did C[C@H]1CN([C@@H](C)CO)C(=O)c2cc(NC(=O)CCCCCC(=O)Nc3ccccc3N)ccc2O[C@H]1CN(C)S(=O)(=O)c1cn(C)cn1 do in these assays?
F508del corr: 3.5; DENV2 CPE: -5; INS-1E GSIS act: 7; EWS-Fli inh: -9; miR122 inh: -2[16.7 µM]

Results for O=C(Cc1ccc(F)cc1)N1CCC(CC2CC(c3cccc(Br)c3)=NO2)(C(=O)NCC2CCCCC2)CC1 (stereo not drawn) ?
PAX8 reporter: 11; FN deposition inh: -2; F508del corr: 0.2; INS-1E GSIS act: -24; EWS-Fli inh: 9; miR122 inh: -9

2 compounds picked at random from the list so far, as already listed:
Results for CN(C)c1ccc(C(C(=O)NCC2CCCO2)N(Cc2ccco2)C(=O)c2snc(C(N)=O)c2N)cc1 (stereo not drawn) ?
PAX8 reporter: 5; FN deposition inh: 2; F508del corr: -1.1; DENV2 CPE: 0; INS-1E GSIS act: 9; EWS-Fli inh: -1

What do the screens show for `COc1ccccc1S(=O)(=O)N[C@@H]1CC[C@H](CCn2cc(C3CCCC3)nn2)O[C@H]1CO`?
PAX8 reporter: -6; FN deposition inh: -7; F508del corr: 1.1; DENV2 CPE: -1; INS-1E GSIS act: -16; EWS-Fli inh: -7

Molecules shown so far that contain a tert-butyl group, in the order listed:
Results for CC(C)(C)c1ccccc1OCCCCCn1ccnc1 ?
PAX8 reporter: -3; FN deposition inh: -19; F508del corr: -1.3; DENV2 CPE: 7; INS-1E GSIS act: 7; EWS-Fli inh: 1

What do the screens show for `CC(C)(C)C(=O)NC(=S)Nc1ccc(S(=O)(=O)Nc2nccs2)cc1`?
PAX8 reporter: -2; FN deposition inh: -5; F508del corr: -2.4; DENV2 CPE: -2; INS-1E GSIS act: 7; EWS-Fli inh: -1
